High-throughput results as filed in PubChem.
GPT2 inh = Primary qHTS assay for inhibitors of Glutamate pyruvate transaminase 2 (GPT2) | Alanine aminotransferase 2 (Homo sapiens), Q8TD30 | 100,000 tested, 0.25% active | AID 1671188, 2021 | Recombinant GPT2, coupled pyruvate oxidase/HRP Amplex Red fluorescence | Potency, µM (top dose mostly 57.7 µM), for inactives: top-dose activity change, negative = inhibition, most hits filed as inhibitors; further: potency means the concentration at half of the fitted maximal effect; nearly all actives have a fitted effect of over 60% in size; many of its hits are not listed in these tables
Target sequence (Q8TD30 whole entry, looked up): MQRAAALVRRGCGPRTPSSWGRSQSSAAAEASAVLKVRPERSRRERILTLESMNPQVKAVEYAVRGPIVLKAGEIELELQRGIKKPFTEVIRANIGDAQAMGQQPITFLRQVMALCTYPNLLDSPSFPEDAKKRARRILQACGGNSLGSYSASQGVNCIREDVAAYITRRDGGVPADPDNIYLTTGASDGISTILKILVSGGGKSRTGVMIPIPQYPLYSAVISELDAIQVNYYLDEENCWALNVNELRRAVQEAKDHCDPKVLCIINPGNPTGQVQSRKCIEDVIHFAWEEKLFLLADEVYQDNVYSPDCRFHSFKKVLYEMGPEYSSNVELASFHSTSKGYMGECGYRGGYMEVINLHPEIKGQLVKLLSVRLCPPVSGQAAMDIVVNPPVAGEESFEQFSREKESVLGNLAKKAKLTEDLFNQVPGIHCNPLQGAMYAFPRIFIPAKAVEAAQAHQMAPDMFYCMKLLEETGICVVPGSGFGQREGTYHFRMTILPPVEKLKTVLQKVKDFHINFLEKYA
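Fluorescence of coupled pyruvate oxidase/HRP/Amplex Red system (50uM Amplex, 30 min, dark) reports pyruvate formed by GPT2. Enzyme reaction: 10ng/uL GPT2, 2mM L-alanine, 250uM a-KG, 30 min room temperature, pH 7.5; 50uM AOA control.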
IP6K1 inh = Primary qHTS assay for small molecule inhibitors of Inositol hexaphosphate kinase 1 (IP6K1); IP6K1 kinase, ADP-Glo luminescence, 2 h; stronger effect = lower value; Inositol hexakisphosphate kinase 1 (Homo sapiens), Q92551; AID 1645851, 2021; 140,000 tested, 0.81% active; activity change, % (series mostly up to about 58 µM); in the data active means activity change below about -25%
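ADP-Glo luminescence measures ADP made by human IP6K1 during a 2 h RT reaction with ATP/IP6 (mix at 1.3 mM/130 uM); top library doses 57.5 and 19.1 uM final.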
FLuc inh = Firefly luciferase inhibition profiling of diverse chemical library using quantitative high-throughput screening; Luciferin 4-monooxygenase (Photinus pyralis), P08659; purified P. pyralis luciferase, luminescence, biochemical; Potency, µM (top dose mostly 115 µM), for inactives: top-dose activity change, negative = inhibition, hits mostly inhibitors; 76,000 tested, 2.5% active; AID 1347043, 2019; further: potency means the concentration at half of the fitted maximal effect; nearly all actives have a fitted effect of over 65% in size
Target sequence (P08659 whole entry, looked up): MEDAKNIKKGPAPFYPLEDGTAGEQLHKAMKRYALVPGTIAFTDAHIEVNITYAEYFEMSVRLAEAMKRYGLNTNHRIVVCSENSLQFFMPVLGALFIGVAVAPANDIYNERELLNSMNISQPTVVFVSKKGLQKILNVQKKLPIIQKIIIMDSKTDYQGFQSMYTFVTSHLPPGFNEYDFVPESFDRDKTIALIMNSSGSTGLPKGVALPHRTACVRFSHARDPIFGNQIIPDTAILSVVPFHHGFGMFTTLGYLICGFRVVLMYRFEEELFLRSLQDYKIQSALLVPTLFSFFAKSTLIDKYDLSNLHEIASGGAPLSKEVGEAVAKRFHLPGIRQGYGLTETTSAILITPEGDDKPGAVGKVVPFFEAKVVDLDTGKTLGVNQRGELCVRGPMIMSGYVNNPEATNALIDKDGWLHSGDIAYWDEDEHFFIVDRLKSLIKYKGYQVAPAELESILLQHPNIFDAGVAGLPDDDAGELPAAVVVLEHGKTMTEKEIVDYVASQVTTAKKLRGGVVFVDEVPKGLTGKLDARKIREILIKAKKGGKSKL
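Luminescence read by CCD imager after adding enzyme (10nM final) to wells holding compound, titrated in qHTS. Substrates 10uM each D-luciferin and ATP; buffer 50mM Tris acetate pH 7.5, 10mM Mg acetate, Tween-20, BSA.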
HEK293 tox = Cytotoxic Profiling in HEK 293 Cell Line of Diverse Libraries Using Quantitative High-Throughput Screening | HEK 293 viability, ATP luminescence (CellTiter-Glo), 48-72 h | Potency, µM (doses to about 115 µM), for inactives: at the top dose activity change, negative = cytotoxicity, usual class: inhibitors | AID 1345083, 2018 | 94,000 tested, 6.6% active; further: potency means the concentration at half of the fitted maximal effect; nearly all actives have a fitted effect of over 60% in size
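Luminescence from cellular ATP, measured with CellTiter-Glo, indicates HEK 293 viability. Cells plated at 250 cells/well are treated with compound for 48 or 72 hr at 37 degree Celsius before reagent addition.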
3T3 cytotox = Cytotoxic Profiling in NIH 3T3 Cell Line of Diverse Libraries Using Quantitative High-Throughput Screening. NIH 3T3 viability, CellTiter-Glo ATP luminescence, 48-72 h. Potency, µM (highest dose often 96.7 µM), inactives show top-dose activity change, negative = cytotoxicity, hits mostly inhibitors. 94,000 tested, 4.3% active. AID 1345082, 2018; further: potency means the concentration at half of the fitted maximal effect; nearly all actives have a fitted effect of over 55% in size
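Viability of NIH 3T3 cells after 48 or 72 hr compound treatment at 37 °C was assessed by CellTiter-Glo, with luminescence imaged following a 10 min room-temperature step.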
SNCA viab count = GF-AFC viability counterscreen for inhibitors of alpha-synuclein gene (SNCA) expression; Potency, µM (titrated, usually from 57.1 µM), without a hit: top-dose activity change, negative = cytotoxicity, hits mostly cytotoxic; HEK-293-SNCA-luc viability, GF-AFC fluorescence, 24 h; 150,000 tested, 0.12% active; AID 1671193, 2021;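 further: potency means the concentration at half of the fitted maximal effect; 0% = DMSO-treated cells and -100% = medium-only wells without cells; nearly all actives have a fitted effect of over 30% in size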
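HEK-293-SNCA-luc cells (1500/well) plated 24 h, then exposed 24 h to a dilution series; GF-AFC added 30 min at 37C, fluorescence 405/540 nm; normalised to medium-only and DMSO wells, Hill fit.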
SNCA expr inh = Primary qHTS assay for inhibitors of alpha-synuclein gene (SNCA) expression | 140,000 tested, 0.17% active | HEK-293 SNCA-luciferase knock-in, luminescence, 24 h | Potency, µM (top dose mostly 57.2 µM), inactives show top-dose activity change, negative = inhibition, most hits filed as inhibitors;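 further: potency means the concentration at half of the fitted maximal effect; plate controls were DMSO cells for no effect and cell-free wells for full effect; nearly all actives have a fitted effect of over 45% in size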
The depositor's hits bear a star; i = inactive; u = inconclusive; x = no result given; [ ] = remark or other dose. Unless noted, the call rests on the fitted dose curve; in most records, active means well fitted curve in the direction sought with a large enough effect; inconclusive means small, poorly fitted or top-dose-only effect, or another doubt; inactive means no such curve, though single readings can be large; an effect the other way counts as inactive or inconclusive. Unless noted, on the % scale 0 is the no-effect control and ±100 the full control effect. The order is random; 7.8% or so of the library scored in one or more.

structure,GPT2 inh,IP6K1 inh,FLuc inh,HEK293 tox,3T3 cytotox,SNCA viab count,SNCA expr inh
Cc1cccc(C(=O)N2CCC3(CC2)OCC(C(=O)N2CCCC2)N3C(=O)c2cccc(C)c2)c1 (centres undefined),i,9,5%,-22%,0%,-13%,7%
CN1CC2(CCN(C(=O)CCc3c[nH]c4ccccc34)CC2)CC1C(=O)N1CCOCC1 (centres undefined),-9%,-3,-15%,i,-11%,7%,-3%
COc1cccc(NC(=O)c2c(N3CCCC3=O)c3cc(C)ccc3n2C)c1,x,33,x,x,x,-22%,-27%
CC(C)c1cnc(N2CCC(COc3ccc4c(cnn4CCC(=O)O)c3)CC2)nc1,4%[88.5 µM],-3,14µM*,u,u,-2%[87.6 µM],13%[87.6 µM]
O=C(Nc1ccc([C@@H](O)[C@H]2COCC(=O)N2Cc2ccc(C(F)(F)F)cc2)cc1)C1CCCCC1,-3%,0,3%,u,u,-8%,-11%
COc1ccc(CN2Cc3[nH]cnc3C[C@H]2c2nc(-c3ccc(C)cc3)no2)cc1,4%[88.5 µM],1,40µM*,100µM*,79µM*,-19%[87.6 µM],u
COCCC1(C(=O)O)CCCN(CCCn2ccnc2C)C1 (centres undefined),i,-9,0%,i,4%,-2%,3%
NCCCNCCSP(=O)(O)O,3%,15,x,x,x,-8%,-10%
CN1CC(=O)N(C2CCCNCC2)Cc2c1ncnc2N1CCNC(=O)C1 (centres undefined),i,-7,x,i,i,8%,4%
O=C1CS(=O)(=O)C2(C(=O)Nc3ccccc32)N1c1cccc(Cl)c1 (centres undefined),x,0,x,x,x,-3%,-19%
N#Cc1ccc(C(=O)N2CCC(n3cc(-c4nc(-c5ccccc5)no4)nn3)C2)cc1 (centres undefined),i,10,u,u,u,-7%,-11%
CCOC(=O)c1ccccc1NC(=O)CN(c1cccc(C)c1C)S(=O)(=O)c1ccccc1,x,16,x,x,x,13%,0%
CNC(=O)[C@@H](C1CC1)N1CCC[C@H]1C(=O)NCc1ccccn1,-4%[88.5 µM],7,1%[172 µM],i,3%[138 µM],-1%[87.6 µM],8%[87.6 µM]
Cc1ccc(OCc2cc(C(=O)N(C)Cc3ccccn3)no2)cn1,i,-3,0%,-22%,-34%,9%,-11%
Cn1c([C@H]2CCN(C(=O)NC3CCCCC3)C2)nc2ccccc21,-5%[88.5 µM],25,6%[172 µM],i,i,-1%[87.6 µM],47%[activator][87.6 µM]
C[C@@H](NC(=O)C1CCCC1)c1c(-c2ccc(Cl)cc2)noc1C(=O)O,-9%[88.5 µM],21,0%[172 µM],-8%[172 µM],-13%[138 µM],12%[87.6 µM],-17%[87.6 µM]
COc1cccc(CN2CCC(N3C(=O)C(OC)C34CCOCC4)CC2)n1 (centres undefined),0%,3,-2%,-21%,-12%,8%,-9%
O=C(C1CCCN1C(=O)c1ccc(C(F)(F)F)cc1)N1CCC(c2ccccc2)CC1 (centres undefined),2%,-12,x,u,u,-14%,-26%
Cc1cccc(C(=O)N2CCC3(CC2)CC(CC(=O)NC2CC2)CCO3)c1 (centres undefined),i,27,6%,-2%,4%,0%,-7%
COCCNC(=O)N1CCc2nn(Cc3ccccc3)c(=O)n2CC1,0%,-8,-13%,-1%,-8%,12%,-13%
CC(C)C1N=C2c3ccccc3N=C(SCC(=O)NCc3ccc(F)cc3)N2C1=O (centres undefined),x,-11,x,x,x,-9%,0%
O=C(COc1ccc(Cl)cc1)OCc1cc(=O)n2nc(C3CC3)sc2n1,x,26,x,x,x,1%,24%
Cc1ccc2nc(NCCc3ccc(Cl)cc3)c3nncn3c2c1,x,-1,x,x,x,-8%,31%[activator]
O=S(=O)(c1ccc(Cl)cc1)c1nnn2c1nc(N1CCCCC1)c1sccc12,x,0,x,x,x,11%,13%
O=C(CCC1N=C2c3ccccc3N=C(SCc3cccc(Cl)c3)N2C1=O)NCc1cccs1 (centres undefined),x,-8,x,x,x,-8%,15%
CCN(CC)S(=O)(=O)c1ccc2nc(NC(=O)c3ccc(Br)o3)sc2c1,x,46,x,x,x,2%,-7%
Cc1cccc(N2CCN(C(=O)c3ccc4c(c3)N(C(=O)c3ccccc3)CC4)CC2)c1C,1%,-2,-3%,28µM*,32µM*,u,u
COCC1CN(C(=O)NC2CCCC2)CC12CCNCC2 (centres undefined),i,26,8%,-6%,-18%,-15%,0%
Cc1ccc(C)c(CSc2cn(CCNC(=O)c3cccs3)c3ccccc23)c1,x,3,x,x,x,-14%,u
Cc1cn2nc(C(=O)N3CCC(NC(=O)c4ccc(C)c(F)c4)CC3)cc2c(=O)[nH]1,-9%,22,5%,u,-8%,0%,15%

structure,GPT2 inh,IP6K1 inh,FLuc inh,HEK293 tox,3T3 cytotox,SNCA viab count,SNCA expr inh
Cc1nc(N2CCC(C(=O)NC3CCCCCC3)CC2)cc(C(F)(F)F)n1,u,12,-11%,u,-31%,10%,29%
O=C(CCS(=O)(=O)c1cc2c(cc1Cl)NC(=O)CO2)NCc1ccc(Cl)cc1,x,18,x,x,x,3%,35%[activator]
Cc1ccc(C(=O)N2CCC(n3cc(-c4nc(-c5ccccc5)no4)nn3)CC2)c(C)c1,i,0,-11%,u,u,-17%,23%
O=C(c1ccco1)N1CCN(C(=O)C2CCc3ncc(-c4ccc(F)cc4)n3C2)CC1 (centres undefined),u,13,0%,u,u,0%,u
CC(C)=CCC/C(C)=C/CC/C(C)=C/C(=O)OCC(=O)[C@@]1(O)CC[C@H]2[C@@H]3CCC4=CC(=O)C=C[C@]4(C)[C@H]3[C@@H](O)C[C@@]21C,i,-5,x,x,x,5%[23.9 µM],-6%[25.6 µM]
O=C(NCc1nnc2ccc(-c3ccc(Cl)cc3)nn12)c1cccc(Br)c1,i,14,-6%,u,-20%,6%,-14%
Cc1ccc(-c2cccc(CN3CCCC(N[S+](C)(=O)[O-])C3)c2)cc1Cl (centres undefined),0%,-3,x,22µM*,28µM*,-3%,u
CC(=O)Nc1ccc(CN2CCN3C(=O)N(Cc4ccc(C)cc4)C[C@H]3C2)cc1,-1%[88.5 µM],5,-1%[172 µM],79µM*,-6%[174 µM],2%[87.6 µM],u
O=C(Cc1csc2nc(-c3ccc(F)cc3)cn12)NCc1ccccc1,x,-9,x,x,x,-5%,6%
Cc1noc(-c2ccco2)c1C(=O)NCCC(c1ccccc1)c1ccccc1,2%,18,-11%,40µM*,u,-5%,-26%
COc1ccc(Cl)cc1NC(=O)Cn1c2ncccc2c(=O)n1-c1ccc(C)c(C)c1,x,-1,x,x,x,9%,7%
COc1ccc(OCc2nc(C)c(CCO)c(=O)n2CC(=O)N(C)c2cccc(C)c2)cc1,-16%,-10,-4%,u,u,-12%,-15%
O=C(NC1CCCN(c2cc(-c3ccc(F)cc3)[nH]n2)C1)C1CCCCC1 (centres undefined),-2%,7,-3%,-11%,-13%,2%,-3%
O=C(Nc1ccc(Cl)cc1)N1CCC(c2nn(-c3ccccc3)c(=O)[nH]2)CC1,i,19,-14%,-18%,-27%,-2%,-4%
CCn1c(=N)c(C(=O)NCc2ccccc2)cc2c(=O)n3cccc(C)c3nc21,x,-1,x,x,x,u,-8%
CCOc1nc(NC(=O)NS(=O)(=O)Oc2cccc(F)c2)nc(-c2ccccc2)n1,x,-5,x,x,x,3%,74%[activator]
Cc1ccc(CC(=O)NCc2nnc3cc(-c4nc(C)no4)ccn23)cc1,i,7,1%,-11%,1%,7%,-19%
CCc1ccccc1NC(=O)C(=O)NCCc1sc(-c2cccc(F)c2)nc1C,x,13,x,x,x,-2%,25%
COCCNC(=O)C1CCCN1C(=O)c1cccc(-c2cccnc2)c1 (centres undefined),x,3,x,2%,-13%,x,x
Cc1ccc(NC(=O)C(c2ccccc2)N2Cc3ccccc3C2=O)cc1Cl (centres undefined),x,11,x,x,x,-5%,48%[activator]
Cc1cccc(OCC(=O)N2CCCC(c3noc(COc4ccccc4)n3)C2)c1 (centres undefined),-17%,13,u,u,u,-2%[12.5 µM],34%[activator]
O=C(c1ccccc1)N1CCC2(CC1)COc1ccccc1CN2,5%[88.5 µM],3,-4%[172 µM],-12%[172 µM],-17%[138 µM],-1%[87.6 µM],7%[87.6 µM]
COc1ccc(NC(=O)c2cc(S(=O)(=O)N3CCCCCC3)cn2C)cc1Cl,x,4,x,x,x,16%,-1%
CN1CCN(C2CCC(n3cc(-c4ccc(Oc5ccccc5)cc4)c4c(N)ncnc43)CC2)CC1 (centres undefined),i,-21,x,x,x,u,x
CCOc1ccccc1CNC(=O)c1ccc2nc(Cc3ccc(OC)cc3)oc2c1,x,-7,x,x,x,2%,-16%
COC(=O)[C@@]1(O)C=CC[C@@H]2[C@@]3(C)C[C@@H](c4ccoc4)OC(=O)[C@H]3CC[C@]21C,-18%[27.3 µM],8,x,x,x,15%,x
O=C(NC1CC1)c1ccccc1OCC1CCCN(Cc2ccc(Br)o2)C1 (centres undefined),i,-1,-8%,u,u,u,-8%
COc1cc(=O)n2c(c1C(=O)Nc1cc(F)ccc1F)CCCC2,i,4,-7%,-12%,u,-1%,-21%
CCOC(=O)CN1C(=O)CCN(C(=O)CC(C)(C)C)CC(OC)c2ccccc21 (centres undefined),i,11,x,-18%[57.5 µM],u,9%[23.9 µM],-17%[25.6 µM]
COc1ccc2nc(CO[C@H]3CN(Cc4cn(C)c5ccccc45)C[C@H]3F)[nH]c2c1,i,-1,-16%[172 µM],u,u,-22%[87.6 µM],u
COc1ccc(C)cc1NC(=O)Nc1cc(C(=O)NCc2ccc(C)cc2)ccc1N1CCCC1,x,-10,x,x,x,2%,-7%
CCOc1ccc(Nc2nc(C)c(NC(=O)c3cccc(OC)c3)c(Nc3ccc(OCC)cc3)n2)cc1,x,-8,x,x,x,4%,u
